GPR55 activation – selective activators of receptor GPR55 – imaging, U2OS cells, beta-arrestin-GFP redistribution, primary screen (AID 1961); one-dose activation, % at 10 µM; EC50 in µM for titrated hits; U2OS GPR55 beta-arrestin-GFP redistribution imaging; higher % means a stronger effect; 290,000 tested, 0.048% active;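 active = activation above 40% with more than 50 cells counted in the well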;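 also: U2OS osteosarcoma cells stably expressing GPR55 and beta-arrestin-GFP; plate controls were DMSO negative control for no effect and LPI positive control for full effect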
Dynein cargo inh – blocks dynein driven cargo transport along microtubules; AID 1381; 220,000 tested, 0.47% active; z-score, hits read low; 3617.4 mouse cells, GR-EGFP nuclear translocation imaging; test concentration mostly 20 µM; stimulated with dexamethasone, 1 µM; stronger effect = lower value;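 active = plate z-score of nuclear minus cytoplasmic receptor signal below a set negative limit, without overly bright fluorescence or cell loss, cut at about -3.5 in these data, passing the limit was not always enough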;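 also: z-score of nuclear minus cytoplasmic ring GR-EGFP intensity difference per well; some compounds called inactive have numbers as strong as hits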
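Buffer or medium: tet-free medium with charcoal-stripped serum / Also added: dexamethasone agonist, 1.0 µM final, for 30 min / Timing: induction 48 h, compound 1 h, agonist 30 min / Measured by: high-content fluorescence imaging after fixation / Read-out: nuclear-to-cytoplasmic GR-EGFP distribution per well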
AID2073 – disruptors of CaV2.2 binding to Mint1 – biochemical, HTRF (AID 2073) | HTRF protein-protein interaction, Mint1-CaV2.2; higher % means a stronger effect | one-dose inhibition, % at 20 µM; IC50 in µM for titrated hits | 290,000 tested, 0.19% active; in the data active = inhibition mostly above about 51%, no sharp cut-off; also: some results filed as inactive read as strong as hits
NOD2 inhibition – inhibition of NOD2-driven NF-kB reporter – cell-based, luminescence, uHTS, HEK293 (AID 1566); HEK293 NOD2/NF-kB luciferase reporter, luminescence; higher % means a stronger effect; one-dose inhibition, % at 4 µM; EC50 in µM for titrated hits; 290,000 tested, 0.63% active; also: many of its hits are not listed in these tables
P. falciparum M1AAP – malaria alanyl aminopeptidase activity blockers – biochemical, fluorogenic H-Leu-NHMec substrate, 1536-well (AID 1445). recombinant M1AAP, H-Leu-NHMec fluorogenic kinetic assay; higher % means a stronger effect. one-dose inhibition, % at 30 µM; IC50 in µM for titrated hits. 220,000 tested, 0.42% active;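 active = primary inhibition above the hit cutoff, then over 50% inhibition at one or more dose response concentrations, cut at about 23% in these data, passing the limit was not always enough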;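 also: plate controls were DMSO full reaction for no effect and no enzyme background for full effect; strong numbers were not always called active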
KOR beta-arrestin-1 – kappa opioid receptor activators – cell-based, luminescence, uHTS, primary screen (AID 1777); KOR beta-arrestin recruitment, luminescence; higher % means a stronger effect; one-dose activation, % at 10 µM; EC50 in µM for titrated hits; 280,000 tested, 0.02% active; in the data active = activation above about 50%, passing the limit was not always enough; also: a part of the inactive calls stands beside numbers as strong as those of hits
KOR beta-arrestin-2 – kappa opioid receptor blockers – cell-based, luminescence, uHTS (AID 1778); KOR beta-arrestin recruitment, luminescence, antagonist mode; higher % means a stronger effect; inhibition, % at 10 µM; hits with a dose series show IC50 in µM; 290,000 tested, 0.091% active; also: strong numbers were not always called active
NOD1 NF-kB reporter – NOD1 signaling inhibitors, primary screen, cell-based, luminescence, uHTS (AID 1578) | NOD1-driven NF-kB luciferase reporter cells, luminescence; higher % means a stronger effect | inhibition, % at 4 µM, or EC50 in µM where a hit was titrated | 290,000 tested, 1% active; in the data active = inhibition mostly above about 36%, no sharp cut-off; inactive = mostly below about 34%;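 also: HEK-293T reporter cells stimulated with the NOD1 agonist gamma-tri-DAP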
P. falciparum M17LAP – P. falciparum M17LAP inhibitors, primary screen, biochemical, fluorogenic H-Leu-NHMec substrate, 1536-well (AID 1619). inhibition, % at 30 µM; hits with a dose series show IC50 in µM. recombinant M17LAP, H-Leu-NHMec fluorogenic kinetic assay; higher % means a stronger effect. 220,000 tested, 0.38% active;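 active = compound inhibiting the enzyme by more than half at any dose during confirmatory dose-response retesting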;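 also: plate controls were full reaction with DMSO carrier for no effect and no enzyme background for full effect; strong numbers were not always called active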
Dynein cargo inh cytoplasmic EGFP – also measured in Dynein cargo inh; calls as there; z-score; measured here: cytoplasmic GR-EGFP intensity; stronger effect = higher value
Dynein cargo inh nuclear GR-EGFP – second read-out of Dynein cargo inh, no call of its own (marks repeat the call); z-score; measured here: nuclear GR-EGFP intensity;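 lower value marks the stronger effect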
Dynein cargo inh cell count – second read-out of Dynein cargo inh, no call of its own (marks repeat the call); z-score; measured here: cell count per field
Starred values were filed as active, the others as inactive; [ ] = dose if it differs, or a comment. Rule as the data show it, unless noted: active = inhibition above about 50%; inactive = the rest.

Screening O=S(=O)(Nc1ccccc1N1CCCCC1)c1ccc(F)cc1F returned GPR55 activation 0.7%, Dynein cargo inh 0.012, AID2073 -9%, NOD2 inhibition 14%, P. falciparum M1AAP 8%, KOR beta-arrestin-1 -1.0%, KOR beta-arrestin-2 28%, NOD1 NF-kB reporter -16%, P. falciparum M17LAP -7%, Dynein cargo inh cytoplasmic EGFP -0.18, Dynein cargo inh nuclear GR-EGFP 0.39 and Dynein cargo inh cell count -0.37.
Screening CCOc1ccc(/C=N/N2CCN(Cc3ccccc3)CC2)cc1 returned GPR55 activation -0.2%, AID2073 -16%, NOD2 inhibition -6%, KOR beta-arrestin-1 2.0%, KOR beta-arrestin-2 8% and NOD1 NF-kB reporter -30%.
Screening O=C(O)CNC(=S)N(Cc1ccccc1)Cc1ccccc1F returned GPR55 activation -0.3%, Dynein cargo inh 0.0021, AID2073 -12%, NOD2 inhibition 16%, P. falciparum M1AAP 5%, KOR beta-arrestin-1 4.4%, KOR beta-arrestin-2 -1%, NOD1 NF-kB reporter -10%, P. falciparum M17LAP 4%, Dynein cargo inh cytoplasmic EGFP -0.29, Dynein cargo inh nuclear GR-EGFP 0.049 and Dynein cargo inh cell count 0.6.
`COc1ccccc1C1CC(c2ccc(F)cc2)Nc2ncnn21` (stereo not drawn) gave GPR55 activation 0.2%, Dynein cargo inh 2.2, AID2073 4%, NOD2 inhibition -6%, P. falciparum M1AAP 3%, KOR beta-arrestin-1 -3.5%, KOR beta-arrestin-2 -17%, NOD1 NF-kB reporter -16%, P. falciparum M17LAP 11%, Dynein cargo inh cytoplasmic EGFP -0.27, Dynein cargo inh nuclear GR-EGFP 1.1 and Dynein cargo inh cell count -0.99.
Screening CCOC(=O)c1sc(NS(=O)(=O)c2cc(C)ccc2C)nc1C returned GPR55 activation -0.1%, Dynein cargo inh -0.47, AID2073 3%, NOD2 inhibition 14%, P. falciparum M1AAP 9%, KOR beta-arrestin-1 -2.4%, KOR beta-arrestin-2 -77%, NOD1 NF-kB reporter -9%, P. falciparum M17LAP 32%, Dynein cargo inh cytoplasmic EGFP -0.21, Dynein cargo inh nuclear GR-EGFP -0.34 and Dynein cargo inh cell count 0.9.
Screening COc1ccc2c(c1OC)C(=O)N1C(C(=O)O)Cc3c([nH]c4ccccc34)C21 (stereo not drawn) returned GPR55 activation -0.2%, Dynein cargo inh -0.47, AID2073 3%, NOD2 inhibition 14%, P. falciparum M1AAP 18%, KOR beta-arrestin-1 -8.4%, KOR beta-arrestin-2 -1%, NOD1 NF-kB reporter -13%, P. falciparum M17LAP -37%, Dynein cargo inh cytoplasmic EGFP -0.14, Dynein cargo inh nuclear GR-EGFP 0.087 and Dynein cargo inh cell count 0.42.
For CC(NC(=O)CS(=O)(=O)c1ccccc1)c1ccccc1 (stereo not drawn) the results were GPR55 activation -0.1%, AID2073 4%, NOD2 inhibition -13%, KOR beta-arrestin-1 -3.6%, KOR beta-arrestin-2 17% and NOD1 NF-kB reporter -26%.
Screening Cc1cc(Cl)ccc1Oc1ncnc2oc(-c3ccccc3)cc12 returned GPR55 activation 0.2%, Dynein cargo inh -1.4, AID2073 22%, NOD2 inhibition 11%, P. falciparum M1AAP -3%, KOR beta-arrestin-1 -2.3%, KOR beta-arrestin-2 15%, NOD1 NF-kB reporter 15%, P. falciparum M17LAP -8%, Dynein cargo inh cytoplasmic EGFP -0.087, Dynein cargo inh nuclear GR-EGFP -1.1 and Dynein cargo inh cell count -0.11.
For O=C(Nc1ccnn1C1CCN(Cc2cccc(O)c2)CC1)C1CCCC1 the results were GPR55 activation 0.2%, AID2073 8%, NOD2 inhibition 3%, KOR beta-arrestin-1 -4.7%, KOR beta-arrestin-2 9% and NOD1 NF-kB reporter -42%.
CCC(C)c1ccc(NC(=S)Nc2ccc(OC)cc2)cc1 (stereo not drawn) was read as GPR55 activation -0.1%, Dynein cargo inh 0.057, AID2073 29%, NOD2 inhibition 8%, P. falciparum M1AAP 8%, KOR beta-arrestin-1 -3.4%, KOR beta-arrestin-2 4%, NOD1 NF-kB reporter -19%, P. falciparum M17LAP 5%, Dynein cargo inh cytoplasmic EGFP -0.14, Dynein cargo inh nuclear GR-EGFP 0.16 and Dynein cargo inh cell count -0.52.
`COc1ccc(C2c3[nH]c4ccccc4c3CCN2Cc2cccn2-c2ncccn2)cc1C` (stereo not drawn) gave GPR55 activation -0.1%, Dynein cargo inh -0.18, AID2073 10%, NOD2 inhibition -10%, P. falciparum M1AAP 5%, KOR beta-arrestin-2 -42%[20 µM], NOD1 NF-kB reporter 12%, P. falciparum M17LAP -8%, Dynein cargo inh cytoplasmic EGFP -0.21, Dynein cargo inh nuclear GR-EGFP 0.043 and Dynein cargo inh cell count -0.27.
`O=C(c1ccco1)N1CCN(C(=O)C2CC(=O)N(c3ccccc3)C2)CC1` (stereo not drawn) gave GPR55 activation -0.1%, AID2073 12%, NOD2 inhibition 1%, KOR beta-arrestin-1 8.9%, KOR beta-arrestin-2 -12% and NOD1 NF-kB reporter -16%.
COc1ccc(S(=O)(=O)NCCOc2ccccc2)cc1F was read as GPR55 activation -0.1%, AID2073 10%, NOD2 inhibition -3%, KOR beta-arrestin-1 0.1%, KOR beta-arrestin-2 -22% and NOD1 NF-kB reporter -24%.
N#Cc1ccc(C(=O)Nc2cccc3ncccc23)c(F)c1 was read as GPR55 activation 0.4%, Dynein cargo inh -0.055, AID2073 0%, NOD2 inhibition 0%, P. falciparum M1AAP 0%, KOR beta-arrestin-1 3.8%, KOR beta-arrestin-2 4%, NOD1 NF-kB reporter -19%, P. falciparum M17LAP 11%, Dynein cargo inh cytoplasmic EGFP -0.26, Dynein cargo inh nuclear GR-EGFP -0.37 and Dynein cargo inh cell count 0.79.
For COCc1cc(C)nc(N2CCN(Cc3ccccc3)CC2)c1C#N the results were GPR55 activation -0.1%, Dynein cargo inh -0.2, AID2073 -4%, NOD2 inhibition 6%, P. falciparum M1AAP 13%, KOR beta-arrestin-1 -3.1%, KOR beta-arrestin-2 -6%, NOD1 NF-kB reporter 6%, P. falciparum M17LAP -5%, Dynein cargo inh cytoplasmic EGFP -0.0026, Dynein cargo inh nuclear GR-EGFP -0.015 and Dynein cargo inh cell count 0.89.
Screening COCCNC(=O)CN(Cc1ccco1)C(=O)CCC(=O)Nc1nccs1 returned GPR55 activation 0.2%, AID2073 7%, NOD2 inhibition 7%, KOR beta-arrestin-1 -5.6%, KOR beta-arrestin-2 -9% and NOD1 NF-kB reporter -15%.
`CC/C(O)=C1\C(=O)CC(C)(C)CC1=Nc1ccccc1C` gave GPR55 activation 0.1%, Dynein cargo inh -0.67, AID2073 16%, NOD2 inhibition 4%, P. falciparum M1AAP -2%, KOR beta-arrestin-1 0.5%, KOR beta-arrestin-2 15%, NOD1 NF-kB reporter -5%, P. falciparum M17LAP -3%, Dynein cargo inh cytoplasmic EGFP -0.34, Dynein cargo inh nuclear GR-EGFP -0.47 and Dynein cargo inh cell count 0.4.
Screening CC1CCN(c2c(NCC3CCC(C(=O)N4CCc5ccccc5C4)CC3)c(=O)c2=O)CC1 (stereo not drawn) returned GPR55 activation -0.1%, Dynein cargo inh 0.16, AID2073 -5%, NOD2 inhibition 5%, P. falciparum M1AAP 4%, KOR beta-arrestin-1 -4.2%, KOR beta-arrestin-2 -33%, NOD1 NF-kB reporter -15%, P. falciparum M17LAP -4%, Dynein cargo inh cytoplasmic EGFP 0.33, Dynein cargo inh nuclear GR-EGFP 0.45 and Dynein cargo inh cell count -0.94.
Cn1cc(CCC(=O)N2CCCC(C(=O)c3cccc4ccccc34)C2)cn1 (stereo not drawn) was read as GPR55 activation -0.1%, Dynein cargo inh -0.2, AID2073 -24%, NOD2 inhibition -37%, P. falciparum M1AAP 1%, KOR beta-arrestin-2 -36%[20 µM], NOD1 NF-kB reporter 17%, P. falciparum M17LAP 13%, Dynein cargo inh cytoplasmic EGFP -0.15, Dynein cargo inh nuclear GR-EGFP -0.19 and Dynein cargo inh cell count 0.21.
For CCOC(=O)c1csc(NC(=O)CN2CCOCC2)n1 the results were GPR55 activation -0.1%, AID2073 8%, NOD2 inhibition 14%, KOR beta-arrestin-1 -5.6%, KOR beta-arrestin-2 12% and NOD1 NF-kB reporter -1%.
For Cc1ccc(C(=O)NNC(=O)c2ccc(S(=O)(=O)N3CCOCC3)cc2)cc1 the results were GPR55 activation 0.5%, AID2073 9%, NOD2 inhibition -1%, KOR beta-arrestin-1 -4.3%, KOR beta-arrestin-2 -10% and NOD1 NF-kB reporter -19%.
For CCC(=O)Nc1cccc(NC(=S)NC(=O)c2cccs2)c1 the results were GPR55 activation -0.1%, Dynein cargo inh -0.47, AID2073 -14%, NOD2 inhibition -28%, P. falciparum M1AAP 9%, KOR beta-arrestin-1 3.5%, KOR beta-arrestin-2 -20%, NOD1 NF-kB reporter -36%, P. falciparum M17LAP 15%, Dynein cargo inh cytoplasmic EGFP -0.29, Dynein cargo inh nuclear GR-EGFP -0.57 and Dynein cargo inh cell count -0.1.
Cc1ccc2nc(-c3ccncc3)cc(C(=O)N3CCOCC3)c2c1 was read as GPR55 activation 0.3%, AID2073 2%, NOD2 inhibition -5%, KOR beta-arrestin-1 7.1%, KOR beta-arrestin-2 -24% and NOD1 NF-kB reporter -13%.
`Cc1ccc(C(=O)c2ccc(O)cc2)cc1C` gave GPR55 activation -0.1%, Dynein cargo inh 0.63, AID2073 3%, NOD2 inhibition -26%, P. falciparum M1AAP 8%, KOR beta-arrestin-1 -1.0%, KOR beta-arrestin-2 5%, NOD1 NF-kB reporter -30%, P. falciparum M17LAP 8%, Dynein cargo inh cytoplasmic EGFP -0.2, Dynein cargo inh nuclear GR-EGFP 0.66 and Dynein cargo inh cell count 0.081.

Two compounds drawn at random from those above, as already listed:
For Cc1ccc(C(=O)NNC(=O)c2ccc(S(=O)(=O)N3CCOCC3)cc2)cc1 the results were GPR55 activation 0.5%, AID2073 9%, NOD2 inhibition -1%, KOR beta-arrestin-1 -4.3%, KOR beta-arrestin-2 -10% and NOD1 NF-kB reporter -19%.
`Cc1ccc(C(=O)c2ccc(O)cc2)cc1C` gave GPR55 activation -0.1%, Dynein cargo inh 0.63, AID2073 3%, NOD2 inhibition -26%, P. falciparum M1AAP 8%, KOR beta-arrestin-1 -1.0%, KOR beta-arrestin-2 5%, NOD1 NF-kB reporter -30%, P. falciparum M17LAP 8%, Dynein cargo inh cytoplasmic EGFP -0.2, Dynein cargo inh nuclear GR-EGFP 0.66 and Dynein cargo inh cell count 0.081.

Screening data: PubChem BioAssay, several laboratories

A portion of the library (hit frequency here may not be typical).
